Bfl-1 Bim block = human Bim-Bfl-1 interaction inhibition | Bead-based flow cytometry, Bim-Bfl-1 binding inhibition | 190,000 tested, 0.12% active | Q16548 | inhibition, % at 10 µM;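 note: 0% = wells without compound plus tracer and 100% = blocker peptide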
RGS8-Gao = regulators of human RGS8-Galphao interaction; P09471; multiplexed bead flow cytometry, RGS8-Galphao binding; actives lie on both sides; response (percent of control binding), % at 10 µM; 220,000 tested, 0.34% active; in the data active = response below about 60% or above about 140%; inactive = in between;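 note: Galphao activated as the GDP aluminium fluoride complex binding bead-coupled RGS8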
Target sequence (P09471 whole entry, looked up): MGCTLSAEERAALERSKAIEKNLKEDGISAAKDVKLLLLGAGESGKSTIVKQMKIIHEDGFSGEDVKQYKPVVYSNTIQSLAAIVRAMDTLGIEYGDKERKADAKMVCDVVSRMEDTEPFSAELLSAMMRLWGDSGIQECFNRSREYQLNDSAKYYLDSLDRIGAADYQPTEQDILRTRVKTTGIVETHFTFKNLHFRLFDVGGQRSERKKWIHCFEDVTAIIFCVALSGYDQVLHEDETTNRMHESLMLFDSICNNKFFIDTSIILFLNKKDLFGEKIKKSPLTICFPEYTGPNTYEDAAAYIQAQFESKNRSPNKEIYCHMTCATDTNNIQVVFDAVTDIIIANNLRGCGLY
Bim-Bcl-B = disrupts Bim peptide binding to human Bcl-B; Q9HD36; bead-based flow cytometry; inhibition, % at 10 µM; 190,000 tested, 0.073% active; AID 951;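 note: 0% = tracer peptide without compound and 100% = reference inhibitor peptide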
Target sequence (Q9HD36 whole entry, looked up): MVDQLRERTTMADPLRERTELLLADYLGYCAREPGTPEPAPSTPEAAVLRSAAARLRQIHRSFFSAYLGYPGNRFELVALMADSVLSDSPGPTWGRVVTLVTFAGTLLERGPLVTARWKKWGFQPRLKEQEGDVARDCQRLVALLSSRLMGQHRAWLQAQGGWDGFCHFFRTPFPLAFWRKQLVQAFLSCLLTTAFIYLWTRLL
Bim-Bcl-2 = human Bim-Bcl-2 interaction inhibition; P10415; Bead-based flow cytometry, Bim peptide-Bcl-2 binding; inhibition, % at 10 µM; 190,000 tested, 0.06% active; AID 950; in the data active = inhibition above about 40%; inconclusive = no clear call, values can overlap the other calls;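 note: 0% = no compound wells with probe peptide and 100% = reference peptide inhibitor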
Target sequence (P10415 whole entry, looked up): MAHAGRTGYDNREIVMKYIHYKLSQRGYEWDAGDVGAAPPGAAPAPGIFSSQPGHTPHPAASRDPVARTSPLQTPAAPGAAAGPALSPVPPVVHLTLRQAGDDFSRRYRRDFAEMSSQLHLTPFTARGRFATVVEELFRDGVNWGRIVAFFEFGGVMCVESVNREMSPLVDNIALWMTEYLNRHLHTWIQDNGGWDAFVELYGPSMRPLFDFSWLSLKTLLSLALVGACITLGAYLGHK
Bcl-XL Bim block = disrupts Bim peptide binding to human Bcl-XL; Q07817; bead flow cytometry, fluorescence; inhibition, % at 10 µM; 190,000 tested, 0.04% active
RGS7-Gao reg = human RGS7-Galphao interaction regulation; Multiplexed bead flow cytometry, RGS7-Galphao binding; actives lie on both sides; binding response (% of control), % at 10 µM; 220,000 tested, 0.35% active; in the data active = binding response below about 49% or above about 150%; inconclusive = no clear call, values can overlap the other calls; inactive = in between;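 note: fluorescent Galphao held in activated GDP-AlF4 state binding bead-coupled RGS7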
RGS4-Gao reg = human RGS4-Galphao interaction regulation. binding response (% of control), % at 10 µM. Multiplexed bead flow cytometry, RGS4-Galphao binding; actives lie on both sides. AID 1415. 220,000 tested, 0.33% active; in the data active = binding response below about 49% or above about 150%; inactive = in between;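 note: fluorescent Galphao activated with aluminum fluoride binding bead-coupled RGS4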
ABCG2 inh = inhibitors of human ABCG2 transporter, ABCB1 counter-screen | IgMXP3 cells, JC-1 efflux, flow cytometry | inhibition, % at 6.6 µM | 190,000 tested, 0.1% active;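 active = inhibition above 80%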;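 note: 0% = DMSO and 100% = nicardipine control wells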
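Times: 10 min at 25 °C | Test system: Two drug-resistant human cell lines, ABCG2 and ABCB1 | Quantity: 3 million cells/mL final, two lines in 1:1 ratio | Signal: Flow cytometry, 530 nm JC-1 signal | Dosing: Compound at 6.6 µM | Controls: Nicardipine and DMSO wells | Reagent: JC-1 as fluorescent efflux pump substrate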
Bim-Bcl-W = inhibitors of Bim-Bcl-W interaction, human; bead-based flow cytometry, Bim peptide-Bcl-W binding; inhibition, % at 10 µM; 190,000 tested, 0.02% active; AID 952;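 note: 0% = bound tracer without compound and 100% = peptide blocker; higher means less fluorescent Bim peptide bound to Bcl-W beads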
Target sequence (Q92843 whole entry, looked up): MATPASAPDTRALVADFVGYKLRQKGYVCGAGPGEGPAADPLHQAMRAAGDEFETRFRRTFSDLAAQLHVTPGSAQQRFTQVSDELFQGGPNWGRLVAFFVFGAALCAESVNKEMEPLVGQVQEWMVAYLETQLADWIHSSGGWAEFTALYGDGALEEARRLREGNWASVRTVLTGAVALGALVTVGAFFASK
GSH fluor = GSH bead compound fluorescence profile. GSH beads flow cytometry, compound fluorescence 488/530 nm; active compounds read high. fluorescence (KMESF) at 10 µM. 190,000 tested, 0.25% active; in the data active = fluorescence above about 89;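 note: glutathione beads carrying GST-tagged Bcl family fusion proteins plus one bare bead set; values are compound well signal with DMSO vehicle wells as background; inactives centre near 16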
ABCB1 block = inhibitors of human ABCB1 transporter, ABCG2 counter-screen | P08183 | inhibition, % at 6.6 µM | CCRF-Adr cells, JC-1 efflux, flow cytometry | 190,000 tested, 0.067% active; in the data active = inhibition above about 40%;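 note: 0% = vehicle and 100% = reference inhibitor; higher value means more JC-1 retained so stronger ABCB1 efflux block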
* = called active by the depositor; ? = inconclusive; / = not tested or not shown. Cut-off read from the data, not from the text of the source, unless noted: active = inhibition above about 40%.

Results follow in this order: Bfl-1 Bim block	RGS8-Gao	Bim-Bcl-B	Bim-Bcl-2	Bcl-XL Bim block	RGS7-Gao reg	RGS4-Gao reg	ABCG2 inh	Bim-Bcl-W	GSH fluor	ABCB1 block
1) O=C(O)c1nn(CC(=O)N(C2CCCCC2)C2CCCCC2)c(=O)c2ccccc12
 : -9.0	102.2	-2.0	-3.0	-1.0	102.5	100.7	-1.3	0.0	58	-0.4
2) Fc1ccc(-c2[nH]ncc2CN(CC2CCC2)CC2CCCO2)c(F)c1 (configuration not stated)
 : -7.0	99.3	-2.0	-2.0	0.0	99.9	102.4	0.5	3.0	12	0.2
3) COc1ccccc1C/C(N)=N/OC(=O)c1cccc([N+](=O)[O-])c1C
 : 0.0	103.2	-7.0	-1.0	-7.0	102.5	103.9	6.9	-2.0	11	2.5
4) O=C(Nc1cccc(S(=O)(=O)N2CCOCC2)c1)c1cnccn1
 : -4.0	102.2	-2.0	-2.0	0.0	?	101.2	2.6	-2.0	11	0.4
5) N=c1oc2cc(O)ccc2cc1C(=O)Nc1ccccn1
 : -4.0	103.7	1.0	0.0	3.0	102.8	102.6	4.6	1.0	24	0.7
6) CCS(=O)(=O)N1CCN(c2ccc([N+](=O)[O-])c(NCC3CCCO3)c2)CC1 (configuration not stated)
 : 2.0	101.3	0.0	-1.0	-2.0	100.0	110.6	-0.2	-6.0	17	0.1
7) O=[N+]([O-])c1ccc(N2CCCCC2)cc1SCCO
 : -2.0	100.4	-2.0	-2.0	-5.0	98.8	100.9	16.1	-3.0	11	1.6
8) Cc1ccc(S/C(=N\S(=O)(=O)c2ccc(Cl)cc2)c2ccccc2)cc1
 : -12.0	99.8	2.0	-15.0	8.0	99.3	99.0	3.9	18.0	17	1.1
9) O=c1cc([O-])[n+]2c3n1CCCN3CCC2
 : 2.0	76.9	-1.0	0.0	-1.0	93.3	95.0	-10.4	-2.0	9	-0.6
10) Cc1cc(C)cc(OCC(=O)NC2CCCc3ccccc32)c1 (configuration not stated)
 : 11.0	91.2	7.0	4.0	1.0	91.8	92.7	19.3	4.0	17	0.5
11) COc1ccc(-c2nnc(SCc3csc(N)n3)n2C)cc1
 : -9.0	100.5	-4.0	-7.0	-2.0	99.6	97.8	0.4	1.0	15	-0.1
12) CCCN1c2cccc3cccc(c23)S1(=O)=O
 : -1.0	96.2	-3.0	-1.0	-11.0	104.3	102.1	3.7	0.0	49	0.5
13) COC(=O)CN(c1ccc(F)cc1)S(=O)(=O)c1ccccc1
 : -10.0	98.1	-7.0	-10.0	-4.0	105.5	103.0	1.2	0.0	16	0.4
14) CC1(C)CC(=O)N(CC(=O)N2CCN(c3ncccn3)CC2)c2ccccc2S1(=O)=O
 : -12.0	101.4	-7.0	-11.0	-4.0	100.4	100.3	-0.2	2.0	23	0.1
15) CC(C)Nc1c(N)c(=O)oc2ccccc12
 : -11.0	100.3	-4.0	-4.0	2.0	104.1	98.9	1.8	0.0	253*	0.3
16) CCOc1ccc(C(=O)NC2CCN(C(=O)N3CCCC3)CC2)cc1
 : -4.0	100.8	-3.0	-5.0	-5.0	100.8	105.8	0.6	-4.0	20	0.3
17) COc1cccc(NC2c3ccccc3C(=O)N2Cc2ccco2)c1 (configuration not stated)
 : -7.0	96.5	-5.0	-8.0	-4.0	95.6	100.2	-4.7	0.0	20	-2.2
18) CC(C)c1ccc(NC(=O)N(CCc2nc3ccccc3[nH]2)C2CCCC2)cc1
 : 1.0	102.5	0.0	0.0	-1.0	104.9	105.0	1.0	0.0	11	0.3
19) O=C(NCCN1CCOCC1)C1CCN(S(=O)(=O)N2CCCC2)CC1
 : -4.0	90.0	-4.0	-3.0	-1.0	93.4	89.5	0.9	-1.0	13	-0.1
20) CC1=CC(=O)[C@H]2C(C)(C)CCC[C@]2(C)[C@@]1(O)CO
 : -6.0	104.8	0.0	-8.0	-4.0	108.2	105.8	9.7	-3.0	20	0.5
21) Cc1cc(C)nc(NC(=O)C(C)N2C(=O)c3ccccc3C2=O)n1 (configuration not stated)
 : -19.0	101.9	-7.0	-7.0	-5.0	103.4	104.4	-1.9	0.0	36	2.9
22) O=C(N/N=C1\CCc2ccccc21)c1ccc(O)cc1
 : 3.0	100.2	0.0	0.0	3.0	?	99.3	7.5	0.0	13	1.0
23) Cc1ccc(Nc2nc(N)nc(CN3CCN(C(=O)c4ccco4)CC3)n2)cc1Cl
 : -9.0	99.3	-9.0	-9.0	1.0	104.8	101.7	14.5	3.0	42	-0.2
24) CCn1c(=O)c(C(=O)NCc2cccnc2)c(O)c2ccccc21
 : -9.0	/	-5.0	-7.0	0.0	/	121.9	13.3	3.0	40	0.1
25) Cc1nc2ccccc2nc1OCC(=O)Nc1ccc(F)cc1
 : -5.0	99.4	-5.0	-4.0	-3.0	98.2	97.4	1.6	-3.0	12	0.3
26) CN(C)CC(O)COC(c1ccccc1)c1ccccc1 (configuration not stated)
 : 2.0	103.5	-2.0	0.0	-1.0	103.7	102.0	1.1	0.0	12	0.6
27) Cc1ccccc1/C(N)=N/OC(=O)N1c2ccccc2Sc2ccccc21
 : 0.0	99.0	0.0	0.0	-1.0	99.5	99.0	1.2	-1.0	16	0.2
28) CCOc1ccc(-c2cc3nc(C4CCN(C(=O)OC(C)(C)C)CC4)c(C(=O)O)cn3n2)cc1
 : -2.0	99.7	0.0	-3.0	-3.0	95.7	97.8	0.4	0.0	14	0.0
29) Cc1cccc(Nc2nc(N)nc(CSC(=S)N3CCOCC3)n2)c1
 : -7.0	100.5	-10.0	-8.0	-7.0	103.8	100.1	1.2	-6.0	11	0.4
30) CC1CCCN(c2nc3ccccc3nc2C(C#N)S(=O)(=O)c2cccs2)C1 (configuration not stated)
 : -12.0	107.9	-8.0	-6.0	-2.0	104.4	107.1	-0.2	3.0	18	0.2
31) CCOC(=O)N1CCC(n2c(SCC(=O)NCCc3ccc(S(N)(=O)=O)cc3)nc3ccccc3c2=O)CC1
 : -3.0	101.2	-1.0	-2.0	0.0	99.8	101.3	-0.3	0.0	12	-0.1
32) CCOC(=O)CSC1=N/C(=C\c2cc(OC)c(OC)c(OC)c2)C(=O)N1C
 : -15.0	84.7	-14.0	-21.0	-8.0	92.5	100.4	26.4	-3.0	16	1.4
33) Cc1cc(C)cc(-c2nnc(SCC(=O)N3CCN(C(=O)c4ccco4)CC3)o2)c1
 : -11.0	105.9	-11.0	-5.0	-1.0	104.3	102.3	11.0	0.0	33	2.0
34) CN(C)c1ccc(C(=O)NC2(N3CCC3=O)CCCC2)cc1
 : 1.0	87.9	0.0	0.0	-5.0	95.1	96.8	-0.5	-6.0	12	-0.4
35) COc1cc(CNCCCN2CCOCC2)cc(Br)c1OCC(=O)N1CCCCC1
 : 0.0	100.1	-2.0	5.0	-4.0	102.0	101.7	1.5	0.0	8	0.2
36) O=C(NCCc1ccccc1)C(=O)NCC1CCCO1 (configuration not stated)
 : -12.0	101.7	-7.0	3.0	1.0	102.1	106.5	/	2.0	17	/
37) Cc1nc(Nc2nc3ccccc3o2)nc2c1CCC2
 : 0.0	102.2	-2.0	-2.0	-2.0	96.2	102.3	6.3	-3.0	24	0.9
38) NC(Cc1ccccc1)C(O)(c1ccccc1)c1ccccc1 (configuration not stated)
 : -5.0	102.7	-5.0	-4.0	-3.0	104.9	103.1	0.3	-1.0	11	0.4
39) O=C(O)c1ccc(Oc2ccc(C(F)(F)F)cn2)cc1
 : 5.0	99.2	-4.0	3.0	-2.0	105.2	101.3	0.7	-4.0	21	0.1
40) Cc1nn(C)c(C)c1Nc1ccc(N2C(=O)C3C4C=CC(C4)C3C2=O)cc1[N+](=O)[O-] (configuration not stated)
 : -2.0	99.3	0.0	-2.0	0.0	105.8	100.6	5.6	0.0	13	17.4

Sorted by value in RGS7-Gao reg (high to low): three from the list above.
No.	Structure	Bfl-1 Bim block	RGS8-Gao	Bim-Bcl-B	Bim-Bcl-2	Bcl-XL Bim block	RGS7-Gao reg	RGS4-Gao reg	Bim-Bcl-W	GSH fluor
23	Cc1ccc(Nc2nc(N)nc(CN3CCN(C(=O)c4ccco4)CC3)n2)cc1Cl	-9.0	99.3	-9.0	-9.0	1.0	104.8	101.7	3.0	42
29	Cc1cccc(Nc2nc(N)nc(CSC(=S)N3CCOCC3)n2)c1	-7.0	100.5	-10.0	-8.0	-7.0	103.8	100.1	-6.0	11
8	Cc1ccc(S/C(=N\S(=O)(=O)c2ccc(Cl)cc2)c2ccccc2)cc1	-12.0	99.8	2.0	-15.0	8.0	99.3	99.0	18.0	17

The results go on.
Results follow in this order: Bfl-1 Bim block	RGS8-Gao	Bim-Bcl-B	Bim-Bcl-2	Bcl-XL Bim block	RGS7-Gao reg	RGS4-Gao reg	ABCG2 inh	Bim-Bcl-W	GSH fluor	ABCB1 block
41) O=C(c1ccc(F)cc1)C1CCN(C(=O)NC2CCCCC2)CC1
 : -3.0	97.2	-1.0	-2.0	-3.0	96.9	94.5	1.4	-1.0	12	0.2
42) COCCNC(=O)CCCn1c(=O)c2cc(OC)c(OC)cc2n(CC(=O)Nc2ccccc2OC)c1=O
 : -4.0	101.1	1.0	-1.0	1.0	95.5	100.7	1.4	-2.0	11	0.6
43) O=C1c2ccccc2NC(c2ccco2)N1NS(=O)(=O)c1ccccc1 (configuration not stated)
 : -1.0	93.3	-1.0	-2.0	-3.0	103.3	93.2	-1.4	-3.0	73	-0.5
44) CCNc1nc(NC(C)C)nc(N(C#N)Cc2ccccc2)n1
 : -14.0	112.0	-5.0	-12.0	-4.0	114.2	116.1	7.2	1.0	40	-0.1
45) Nc1nc(CSC(=S)N2CCOCC2)nc(Nc2ccc(F)cc2)n1
 : 7.0	101.3	6.0	10.0	3.0	102.3	102.6	19.4	3.0	9	0.1
46) Cc1cc(C)n(CC(=O)c2ccc(Cl)cc2)n1
 : -4.0	102.1	-5.0	-3.0	0.0	?	104.2	14.0	-1.0	16	1.4

Shown tab-delimited: entries from further up.
#	canonical_smiles	Bfl-1 Bim block	RGS8-Gao	Bim-Bcl-B	Bim-Bcl-2	Bcl-XL Bim block	RGS7-Gao reg	RGS4-Gao reg	ABCG2 inh	Bim-Bcl-W	GSH fluor	ABCB1 block
41	O=C(c1ccc(F)cc1)C1CCN(C(=O)NC2CCCCC2)CC1	-3.0	97.2	-1.0	-2.0	-3.0	96.9	94.5	1.4	-1.0	12	0.2
44	CCNc1nc(NC(C)C)nc(N(C#N)Cc2ccccc2)n1	-14.0	112.0	-5.0	-12.0	-4.0	114.2	116.1	7.2	1.0	40	-0.1
